Screening results deposited in PubChem BioAssay by National Center for Advancing Translational Sciences (NCATS).
TGFb SMAD3 inh: qHTS for Inhibitors of TGF-b. hit rate 1.2% among 410,000. Potency, µM (series often up to 46.1 µM), for the others: at the highest dose activity, negative = inhibition, most hits filed as inhibitors. HepG2 CAGA-GFP TGF-b/SMAD3 reporter, GFP fluorescence, 18 h; TGF-beta stimulated, 500 pg/mL final; note: potency is the fitted concentration of half-maximal effect; % is set by controls: 0 for no effect and ±100 for the full control effect; nearly all actives have a fitted effect of over 65% in size
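TGF-beta reporter screen: HEPG2 CAGA-GFP, 1% FBS, 500 pg/mL TGF-beta final, 18 h; per-cell GFP summed per well; curves fitted and categorized by class.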
Abeta rescue: qHTS for compounds that reverse cellular toxicity of Amyloid beta (A-beta) peptide in yeast: Primary Screen; hit rate 0.063% among 410,000; AID 1347071, 2019; Potency, µM (highest dose often 46.1 µM), for inactives: top-dose growth rescue, actives largely listed as activators; yeast expressing A-beta42, growth rescue, OD600, 48 h; response scale: 0% DMSO, 100% iron-clioquinol control; note: potency is the fitted concentration of half-maximal effect; nearly all actives have a fitted effect of over 55% in size
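Yeast growth medium received pinned compounds, then yeast cells expressing toxic A-beta were added; plates incubated at 30 C for 48 hr. Growth read as absorbance at 600 nm, normalized to DMSO and equimolar FeCl3 plus clioquinol controls.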
Mm-Cpn inhibitor: Inhibitors of TCP-1 ring complex (TRiC) of Methanococcus maripaludis (MmCpn): qHTS | Chaperonin Mm-Cpn (Methanococcus maripaludis) | purified Mm-Cpn ATPase, ADP Transcreener TR-FRET | Potency, µM (titrated, usually from 76.9 µM), without a hit: top-dose activity, negative = inhibition, most hits filed as inhibitors | hit rate 0.031% among 330,000 | AID 504842, 2011; note: potency is the fitted concentration of half-maximal effect; % is set by controls: 0 for no effect and ±100 for the full control effect; nearly all actives have a fitted effect of over 80% in size
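Eu-cryptate anti-ADP/ADP-d2 competition gives a ratio inversely related to ADP. Enzyme at 25 nM was pre-exposed to compound for 10 min, then given 10 uM ATP for 30 min, 37°C throughout.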
Akt phos inh: HTS Assay for Inhibitors of Akt Phophorylation: Primary Screen. Neuro2A IGF-stimulated pAkt S473 HTRF, 20 min; hits give low values. activity change, % for hits at 50 µM. hit rate 0.32% among 360,000. AID 651550, 2012; in the data active = activity change below about -80%; inconclusive = mostly about -51% to -80%; note: % is set by controls: 0 for no effect and ±100 for the full control effect
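Neuro2A cells (4,500/well, DMEM with 0.5% FBS) were treated with compound at a single 50 µM final concentration, stimulated with 6 nM IGF for 20 min at 37 °C, and lysed. Phospho-Akt Ser473 was read by HTRF as 665/615 ratio ×10^4.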
HepG2 tox: qHTS for Inhibitors of TGF-b: Cytotox Counterscreen | HepG2 CAGA-GFP viability, ATP luminescence, 18 h | Potency, µM (titrated, usually from 46.1 µM), without a hit: top-dose activity change, negative = cytotoxicity, most hits filed as cytotoxic | hit rate 0.76% among 410,000; note: potency is the fitted concentration of half-maximal effect; some results filed as inactive show a strong effect at the top dose
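HepG2 CAGA-GFP cells (1000/well, DMEM with 1% FBS) received compound, then TGF-beta at 500 pg/mL final, and were incubated 18 hours at 37 degrees C. Viability was read by CellTiter-Glo luminescence. Media-only wells were set as complete cell-killing and DMSO as no toxicity.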
CCT chaperon mod: High-Throughput Screening for Modulators of Cytosolic Chaperonin Activity; purified chaperonin ATPase assay, HTRF ADP detection, 30 min; AID 651819, 2012; activity change, % (test concentration not listed), hits read low; hit rate 0.3% among 360,000; in the data active = activity change below about -30%; note: % is set by controls: 0 for no effect and ±100 for the full control effect
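Enzyme 40 or 20 nM (batch-dependent) in Tris pH 7.4/KCl/MgCl2/DTT; cpd 76 uM single point; ATP 10 uM; 30 min 37 °C; Transcreener ADP HTRF detection, 30 min RT; ratio 665/615.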
Nrf2 block: Nrf2 qHTS screen for inhibitors | A549 ARE-Fluc reporter, luciferase luminescence, 18-24 h | Potency, µM (highest dose often 46 µM), for inactives: top-dose activity change, negative = inhibition, hits mostly inhibitors | hit rate 2.1% among 360,000; note: potency is the fitted concentration of half-maximal effect; % is set by controls: 0 for no effect and ±100 for the full control effect; nearly all actives have a fitted effect of over 60% in size
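Nrf2 function is reported as luminescence of an ARE-controlled luciferase in A549 cells. Compounds were tested at several concentrations, and a CellTiter-Fluor read on the same wells flagged cytotoxicity.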
A549 tox: Nrf2 qHTS screen for inhibitors: counterscreen for cytotoxicity. A549 ARE-Fluc cells, CellTiter-Fluor viability, 18-24 h. Potency, µM (top dose mostly 46 µM), for inactives: top-dose activity change, negative = cytotoxicity, actives largely listed as inhibitors. hit rate 0.16% among 390,000. AID 504648, 2011; note: potency is the fitted concentration of half-maximal effect; % is set by controls: 0 for no effect and ±100 for the full control effect
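A549 ARE_Fluc cells in 5% FBS OPTI-MEM were exposed to compounds in concentration-response for 18-24 h at 37 deg C. Viability was read by CellTiter-Fluor fluorescence (Ex 405/Em 525) after 30 min, before the luciferase read.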
Nrf2 activator: qHTS of Nrf2 Activators; hit rate 0.31% among 410,000; Potency, µM (series often up to 46.1 µM), without a hit: at the highest dose activation, most hits filed as activators; AREc32 ARE-luciferase reporter (MCF7-derived line), luminescence, 24 h; note: potency is the fitted concentration of half-maximal effect; % of control where 0% means no effect; nearly all actives have a fitted effect of over 65% in size
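AREc32 cells carrying an ARE-driven firefly luciferase reporter were seeded at 1000 cells/well in OPTI-MEM with 5% FBS, then exposed to compound for 24 hr at 37 deg C. Luminescence was read with Steady-Glo after 30 min at RT.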
The depositor's hits bear a star; i = inactive; ? = inconclusive; . = no result given; & = joins results of further samples; [ ] = another dose, or the depositor's remark. Unless noted, calls come from the whole dose curve; as a rule, active = well fitted curve in the direction sought with a large enough effect; inconclusive = small, poorly fitted or top-dose-only effect, or another doubt; inactive = no such curve, though single readings can be large; an effect the other way counts as inactive or inconclusive.

SMILES	TGFb SMAD3 inh	Abeta rescue	Mm-Cpn inhibitor	Akt phos inh	HepG2 tox	CCT chaperon mod	Nrf2 block	A549 tox	Nrf2 activator
COc1ccc(S(=O)(=O)N2CCN(CC(=O)Nc3cc(Cl)ccc3Cl)CC2)cc1	4%	-12%	0%	i	-2%	0.0	16%	-7%	-0.1%
COc1ccc(SC[C@H](C)CN2CC[C@H](NC(=O)OCc3ccccc3)CCC2=O)cc1	-18%&-11%	-5%	2%	i	-20%&-18%	-1.8	?	-14%	4.9%
O=c1[nH]c(=S)n(-c2ccc(Br)cc2)c2ncccc12	12%	-14%	.	i	-18%	-0.1	0%	-6%	2.6%
Cc1ccc(NC(=O)c2ccc(Cl)c(S(=O)(=O)Nc3c(C)n(C)n(-c4ccccc4)c3=O)c2)cc1Cl	-25%	-4%	-14%	i	8%	-0.7	?	?	4.7%
O=C(NC1CCCC1)C(c1ccccc1)N(C(=O)c1csnn1)C1CCCC1 (stereo not given)	3%	3%	1%	i	-3%	0.6	?	-10%	0.4%
COc1ccc2c(c1)sc(N)[n+]2Cc1cc(C)cc2cccnc12	?	-3%	1%	i	-41%	-4.6	22%	?	0.4%
Cc1cc(C(=O)NC(Cc2ccccc2)C(=O)O)c(C)o1 (stereo not given)	-9%	7%	-1%	i	-12%	0.1	-13%	2%	1.3%
O=C(Nc1cccc(Cl)c1)N1CCSc2ccccc21	0%	-1%	.	.	-16%	.	13%	10%	0.4%
COc1cc(NC(=O)c2cc(Cl)ccc2Cl)ccc1-c1cc2ccccc2oc1=O	-3%	9%	-11%	i	-19%	-0.3	-22%	0%	0.5%
CC1CCCN(CCOCCOc2ccccc2-c2ccccc2)C1 (stereo not given)	?	8%	-1%	i	-50%	1.3	6%	-5%	-0.7%
CCOc1ccccc1NC(=O)Cn1c(=O)n(Cc2ccccc2)c(=O)c2c1c1cc(C)ccc1n2C	32%[activator]	-7%	.	.	-1%	.	10%	14%	0.6%
Cn1nccc1C(=O)NC1CCCc2c1cnn2-c1ccccc1F (stereo not given)	?	1%	1%	.	-26%	-2.1	?	-3%	0.9%
Cc1cc(C(F)(F)F)c2sc(N)nc2n1	-6%	5%	-6%	i	-3%	-3.3	.	8%	13%
CCN1C(=O)[C@H]2[C@@H](c3ccc(SC4CCCCC4)cc3)N3CCCC[C@@]3(C(=O)OC)[C@H]2C1=O	0%	6%	-1%	i	0%	-1.4	-3%	11%	-0.8%
COc1ccccc1-c1nn(CCC(=O)Nc2ccc(C)cc2)c2nc(C)cc(C)c12	-14%	4%	.	.	-2%	.	3%	-4%	0.5%
COc1ccccc1CCNC(=O)C(=O)NCC1CCCN1S(=O)(=O)c1ccccc1 (stereo not given)	-10%	-6%	-4%	i	-11%	-0.9	-18%	-3%	1.9%
C1CCc2c(nc3nnnn3c2NCC2CC2)C1	0%	1%	-1%	i	5%	-0.8	1%	0%	-1.0%
COc1ccc(Cc2nnc(SCC(=O)Nc3ncc(C)s3)o2)cc1	-18%	-1%	2%	i	-18%	-2.9	14%	-11%	0.0%
Cc1ccccc1S(=O)(=O)Cc1ccc(C(=O)NCc2ccc(F)cc2)o1	-13%	4%	-5%	i	9%	-2.2	?	10%	3.1%
Cc1ccc(OCC(=O)Oc2ccc(C)c(C)c2)cc1	13%	-10%	1%	i	4%	-6.0	2%	1%	0.1%

Next section; it opens with the 3 that closed the last part.
SMILES	TGFb SMAD3 inh	Abeta rescue	Mm-Cpn inhibitor	Akt phos inh	HepG2 tox	CCT chaperon mod	Nrf2 block	A549 tox	Nrf2 activator
COc1ccc(Cc2nnc(SCC(=O)Nc3ncc(C)s3)o2)cc1	-18%	-1%	2%	i	-18%	-2.9	14%	-11%	0.0%
Cc1ccccc1S(=O)(=O)Cc1ccc(C(=O)NCc2ccc(F)cc2)o1	-13%	4%	-5%	i	9%	-2.2	?	10%	3.1%
Cc1ccc(OCC(=O)Oc2ccc(C)c(C)c2)cc1	13%	-10%	1%	i	4%	-6.0	2%	1%	0.1%
CCCCC(=O)NC(=S)Nc1ccc(NC(=O)C(C)C)c(OC)c1	1%	18%	-7%	i	3%	-6.0	-4%	3%	0.3%
Cc1cccc(NC(=O)CSc2nnc(C)c(C)n2)c1	29%	-10%	1%	i	9%	-2.3	-3%	0%	0.2%
Cn1cc(CN2CCC(n3nccc3NC(=O)c3ccccc3Cl)CC2)cn1	8%	4%	2%	i	0%	-3.2	10%	-6%	-1.6%
O=C1NC[C@H](c2ccccc2)N(CCc2cccc(F)c2)C1=O	-2%	5%	0%	i	4%	-0.9	4%	-3%	0.2%
Cc1ccc(C)c(Oc2coc3cc(O)ccc3c2=O)c1	5%	5%	-3%	i	0%	0.8	12%	-9%	2.6%
Cc1cccnc1NC(=S)NC(=O)/C=C/c1ccccc1	-16%	?	0%	i	-9%	1.2	?	-2%	15%
CC(=O)c1cccc(NC(=O)c2cc(-c3ccco3)nc3ccccc23)c1	-11%	-7%	-5%	i	-9%	-1.8	4%	1%	21%
CCC(C)(CC(=O)Nc1nccs1)c1ccccc1 (stereo not given)	-13%	21%	-3%	i	-6%	0.7	-3%	-4%	-2.2%
COc1ccc(C2C(C#N)C(C#N)N3CCCN23)cc1 (stereo not given)	31%[activator]	4%	1%	i	-12%	0.0	12%	4%	0.3%
OC1CCCCC1Sc1nc2ccccc2s1 (stereo not given)	3%	5%	-2%	i	-1%	-0.9	?	-6%	2.3%
NC1=NC(=O)/C(=C\c2ccc(-c3ccc(Cl)cc3)o2)S1	?	3%	-1%	i	-45%	0.0	-14%	-14%	16%
[N-]=[N+]=NC[C@H](Cc1ccccc1)N1CC[C@@H](NC(=O)OCc2ccccc2)CCC1=O	-1%	10%	0%	i	0%	-2.5	-6%	5%	0.2%
Cc1ccc(NC(=O)CCNS(=O)(=O)c2cccc3nsnc23)cc1	-6%&8%	-15%&-16%	1%	i	8%&6%	-0.8	2%[9.27 µM]	2%&-3%	-1.0%&-0.2%
O=C(CCC(=O)N1CCN(S(=O)(=O)c2ccc(Cl)cc2)CC1)Nc1ccc(Cl)cc1Cl	2%	-36%[inhibitor]	-1%	i	5%	1.6	?	-9%	0.4%
COc1ccc(-c2nc(N/N=C(\C)c3ccc(O)cc3)c3ccccc3n2)cc1	14µM*	23%	-1%	i	-94%	0.7	?	?	-2.0%
Cn1cc(CNC(=O)/C=C/c2ccc(Cl)cc2)cn1	5%	-19%	1%	i	-4%	1.2	13%	-8%	1.7%
COc1ccc(/C=N/Nc2nonc2N)cc1	18%	-5%	2%	.	-15%	-1.2	-5%	-16%	-0.8%
CCCN(C(=O)c1ccc(S(=O)(=O)N2CCCC2)cc1)C1CCS(=O)(=O)C1 (stereo not given)	-3%	4%	1%	i	-2%	1.7	-2%	5%	-0.9%
COc1ccccc1NS(=O)(=O)c1ccc(C)c(C(=O)NC2=NCCS2)c1	5%	3%	1%	i	-24%	-3.2	-7%	-3%	6.3%
Cc1ccc(SCC(=O)NCc2ccccc2)cc1	?	9%	0%	i	-2%	-0.6	23%	20%	3.3%
CC(NC(=O)c1ccccc1Cl)C1COc2ccccc2O1 (stereo not given)	-2%	-3%	2%	i	-8%	-0.5	3%	9%	0.1%
Cc1ccc(Oc2nnc(-c3ccccc3)cc2C#N)cc1	-11%	6%	-1%	i	-2%	0.6	.	-2%	-0.7%
CCN(CC(=O)Nc1cccc(S(=O)(=O)N(C)c2ccccc2)c1)Cc1ccccc1	-2%	8%	-1%	i	-13%	-2.1	-20%	-1%	0.5%
Cn1c(O)c(N=NC(=S)Nc2ccccc2F)c2cc(S(=O)(=O)N3CCOCC3)ccc21	?	10%	0%	i	-4%	-3.3	?	-19%	0.8%
COc1ccc(C=NCCCN2CCOCC2)cc1	20%	-2%	-3%	i	0%	-2.9	.	3%	1.3%
CCOCCCNc1nc2ccccc2n2c(CC)nnc12	-5%	3%	.	.	-7%	.	-14%	1%	8.0%
COc1ccccc1C(=O)Nc1cccc2c1CCCC2	-2%	15%	2%	i	-14%	-1.1	5%	2%	0.1%
O=C(CCCn1c(=O)[nH]c2cc(Cl)ccc2c1=O)N1CCN(c2ccc([N+](=O)[O-])cc2)CC1	-5%	-3%	-1%	i	-2%	-2.6	-14%	-21%	-0.4%
COc1ccc(C2Nc3ccccc3C(=O)N2Cc2ccco2)cc1COc1ccccc1F (stereo not given)	-3%	3%	-13%	i	-46%	-0.9	?	-2%	8.1%
Cc1cc(NC(=O)CS(=O)c2cn(Cc3cccc(Cl)c3)c3ccccc23)no1 (stereo not given)	13µM*	-3%	.	i	-8%	1.0	.	.	1.0%
Cc1cc(C)n(-c2nc3ccccc3nc2N2CCCC2)n1	1%	9%	-14%	.	10%	-1.4	.	-8%	-0.2%
COc1cccc(-c2cnc(C(O)c3ccc(F)cc3)[nH]2)c1 (stereo not given)	-14%	-13%	.	i	-2%	-2.5	.	.	0.7%
NC(=O)c1ccc(Oc2ccc3c(c2)CCC3)c([N+](=O)[O-])c1	-31%	5%	-7%	i	-22%	-0.5	-18%	-3%	-0.6%
